MsrA inhibitor: bovine MsrA enzyme inhibitors, primary screen, biochemical, absorbance, HTS; purified bovine MsrA, absorbance read-out; inhibition, % at 15.5 µM; Methionine sulfoxide reductase A (Bos taurus); 0.75% of 360,000 active; in the data active means inhibition above about 4.5%;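 further: 0% = vehicle wells with enzyme and 100% = reference inhibitor wells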
bovine MsrA act: bovine MsrA enzyme activators, primary screen, biochemical, absorbance, HTS. 0.3% of 360,000 active. purified bovine MsrA, absorbance read-out. Methionine sulfoxide reductase A (Bos taurus). AID 602163, 2012. activation, % at 10.6 µM; in the data active means activation above about 7.5%;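 further: 0% = vehicle and 100% = reference activator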
MT1-MMP act inh: blockers of MT1-MMP proenzyme processing, primary screen, HT1080 RFP-PRO-GFP cells, GFP/RFP fluorescence | Matrix metalloproteinase-14 (Homo sapiens), P50281 | GFP/RFP ratio fluorescence, overnight; percent of plate control window, DMSO zero | GFP/RFP ratio change, % at 20 µM | 0.061% of 360,000 active | AID 651647, 2012;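 active means GFP/RFP ratio change of at least 30% with cell ATP level not reduced by more than half and red fluorescence within 50% of control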; further: strong numbers were not always called active
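Assay system: HT1080 cells carrying an RFP-PRO-GFP reporter | Dosing: Single dose of 20 µM compound, 1% DMSO final | Incubation: Cells overnight before dosing, compound overnight, 37 °C, 5% CO2 | Evaluation: GFP/RFP fluorescence ratio | Control set: DMSO and RFP-L50D-GFP cell wells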
E coli Lon inh: inhibitors of E. coli Lon protease, primary screen, biochemical, fluorescence polarization | P0A9M0 | purified E. coli Lon protease | inhibition, % at 7.94 µM | 0.42% of 360,000 active | AID 602123, 2011; in the data active means inhibition above about 13%, passing the limit was not always enough;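 further: 0% = enzyme with probe and DMSO and 100% = no enzyme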
NRP1-CendR mod: modulators of CendR peptide binding to NRP-1, primary screen, biochemical, fluorescence polarization, uHTS. inhibition, % at 25 µM. FAM-RPARPAR peptide binding to NRP-1. 0.85% of 360,000 active. AID 602438, 2012;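 active means inhibition or corrected inhibition above about 18%, plus a signal ratio from 0.5 to 1.5, limit read from the data, passing the limit was not always enough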; further: strong numbers were not always called active
Rin1 Abl inh: inhibitors of Rin1-Abl protein binding, primary screen, biochemical, TR-FRET; Tyrosine-protein kinase ABL1 (Homo sapiens) + Ras and Rab interactor 1 (Homo sapiens), …; 0.4% of 360,000 active; inhibition, % at 7.35 µM; in the data active means inhibition above about 5%, passing the limit was not always enough
FAS-TE inh: FAS thioesterase domain inhibitors, primary screen, biochemical, fluorescence intensity, uHTS; Fatty acid synthase (Homo sapiens), P49327; recombinant FAS-TE, OMFH fluorogenic substrate, fluorescence endpoint; inhibition, % at 15 µM; 0.67% of 360,000 active;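 active means compounds whose normalised, plate-corrected inhibition of enzyme fluorescence in the single-dose primary screen is 50% or more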;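 further: 0% = DMSO with enzyme and 100% = substrate without enzyme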
Neddylation inh: inhibitors of cullin neddylation, primary screen, biochemical, TR-FRET, uHTS, NAE and Ubc12; calls only at 25 µM; 0.58% of 360,000 active; NEDD8-conjugating enzyme Ubc12 (Homo sapiens) + NEDD8-activating enzyme E1 regulatory …; in the data active means inhibition above about 36%
Target sequence (P61081 whole entry, looked up): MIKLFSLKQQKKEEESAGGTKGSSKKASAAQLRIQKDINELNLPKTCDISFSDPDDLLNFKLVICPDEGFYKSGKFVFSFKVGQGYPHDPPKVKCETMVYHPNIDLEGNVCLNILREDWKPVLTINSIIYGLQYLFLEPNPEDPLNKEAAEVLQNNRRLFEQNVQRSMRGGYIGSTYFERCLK
Target sequence (Q13564 whole entry, looked up): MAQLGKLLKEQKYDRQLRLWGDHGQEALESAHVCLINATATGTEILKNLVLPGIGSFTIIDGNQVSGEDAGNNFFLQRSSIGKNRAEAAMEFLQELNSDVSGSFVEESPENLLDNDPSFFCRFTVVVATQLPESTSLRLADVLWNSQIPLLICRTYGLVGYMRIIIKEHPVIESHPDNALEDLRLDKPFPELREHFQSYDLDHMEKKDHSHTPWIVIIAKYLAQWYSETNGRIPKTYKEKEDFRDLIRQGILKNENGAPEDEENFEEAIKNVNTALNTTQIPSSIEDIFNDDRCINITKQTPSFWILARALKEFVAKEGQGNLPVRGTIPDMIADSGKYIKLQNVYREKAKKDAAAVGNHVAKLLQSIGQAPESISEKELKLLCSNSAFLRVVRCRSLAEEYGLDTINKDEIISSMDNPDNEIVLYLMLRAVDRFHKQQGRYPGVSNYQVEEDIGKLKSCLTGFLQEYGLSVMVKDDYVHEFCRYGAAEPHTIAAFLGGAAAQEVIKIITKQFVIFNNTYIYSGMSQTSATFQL
SKN-1 block: suppressors of acrylamide-induced Pgst-4::GFP reporter in worms, primary screen, SKN-1 inhibitor project, whole organism, uHTS, GFP/RFP fluorescence ratio, strain VP596 | C. elegans VP596 Pgst-4::GFP/RFP ratio, 24 h | inhibition, % at 21.8 µM | 0.49% of 360,000 active | AID 624304, 2012;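 active means interference check ratio from 0.5 to 1.5 plus GFP to RFP signal ratio inhibition reaching or exceeding a fixed threshold, cut at about 30% in these data, passing the limit was not always enough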; further: some compounds called inactive have numbers as strong as hits
Starred values were filed as active, the others as inactive.

For CCCCNS(=O)(=O)CCNCc1ccccc1OC the results were MsrA inhibitor 1.8, bovine MsrA act 0, MT1-MMP act inh 1, E coli Lon inh -2, NRP1-CendR mod -1, Rin1 Abl inh 0, FAS-TE inh -12, Neddylation inh inactive and SKN-1 block 28.
CCCNC(=O)CC1Sc2ccccc2NC1=O (centres undefined) was read as MsrA inhibitor 1.0, bovine MsrA act -1, MT1-MMP act inh 0, E coli Lon inh -7, NRP1-CendR mod -6, Rin1 Abl inh 3, FAS-TE inh -6, Neddylation inh inactive and SKN-1 block 15.
Screening CC(=O)c1ccc(NC(=O)CSc2nnc(-c3ccco3)c(-c3ccco3)n2)cc1 returned MsrA inhibitor 3.9, bovine MsrA act -5, MT1-MMP act inh -7, E coli Lon inh -5, NRP1-CendR mod -8, Rin1 Abl inh 0, FAS-TE inh -12, Neddylation inh inactive and SKN-1 block 4.
Screening CC(C)c1cc(CNC(=O)C2CCC(=O)N(CCc3ccc(Cl)cc3)C2)on1 (centres undefined) returned MsrA inhibitor -0.3, bovine MsrA act -3, MT1-MMP act inh 1, E coli Lon inh -9, NRP1-CendR mod 10, Rin1 Abl inh -1, FAS-TE inh -7, Neddylation inh inactive and SKN-1 block -5.
Screening CCc1nnc(NC(=O)C2CCCN2C(=O)Nc2ccccc2OC)s1 (centres undefined) returned MsrA inhibitor -0.2, bovine MsrA act -2, MT1-MMP act inh 3, E coli Lon inh -6, NRP1-CendR mod 8, Rin1 Abl inh -2, FAS-TE inh -7, Neddylation inh inactive and SKN-1 block 1.
`Cc1ccc(C2=NOC(C)(c3nnc(-c4ccc(F)cc4)o3)C2)cc1` (centres undefined) gave MsrA inhibitor -0.2, bovine MsrA act -1, MT1-MMP act inh 0, E coli Lon inh -8, NRP1-CendR mod 22, Rin1 Abl inh 4, FAS-TE inh 15, Neddylation inh inactive and SKN-1 block 8.
For CC(NC(=O)c1cc(=O)[nH]c2ccccc12)c1ccc(F)cc1F (centres undefined) the results were MsrA inhibitor 1.0, bovine MsrA act -8, MT1-MMP act inh -1, E coli Lon inh 3, NRP1-CendR mod 8, Rin1 Abl inh 2, FAS-TE inh -4, Neddylation inh inactive and SKN-1 block -5.
`COc1ccc(C)cc1NC(=O)COCC(=O)O` gave MsrA inhibitor 2.5, bovine MsrA act -3, MT1-MMP act inh 2, E coli Lon inh 2, NRP1-CendR mod 0, Rin1 Abl inh -6, FAS-TE inh -6, Neddylation inh inactive and SKN-1 block -16.
`Cc1cc(Nc2nc3ccccc3nc2Cl)n(-c2ccc([N+](=O)[O-])cc2)n1` gave MsrA inhibitor -2.0, bovine MsrA act -9, MT1-MMP act inh -21, E coli Lon inh -7, NRP1-CendR mod 11, Rin1 Abl inh -1, FAS-TE inh 23, Neddylation inh inactive and SKN-1 block 7.
For CCN(CC(=O)Nc1c(F)cccc1F)C(=O)c1ccc(OCC(=O)N2CCOCC2)c(OC)c1 the results were MsrA inhibitor 1.0, bovine MsrA act -2, MT1-MMP act inh -2, E coli Lon inh 1, NRP1-CendR mod -5, Rin1 Abl inh 6, FAS-TE inh -1, Neddylation inh inactive and SKN-1 block -4.
CNc1nc(Oc2cccc(NC(C)=O)c2)c2sccc2n1 was read as MsrA inhibitor 1.7, bovine MsrA act -1, MT1-MMP act inh -3, E coli Lon inh -5, NRP1-CendR mod 3, Rin1 Abl inh -1, FAS-TE inh -2, Neddylation inh inactive and SKN-1 block 8.
`Cc1cc2c3c([nH]c2cc1S(=O)(=O)NCCCOC(C)C)CC(C)(C)CC3=O` gave MsrA inhibitor -1.1, bovine MsrA act 4, MT1-MMP act inh 10, E coli Lon inh 2, NRP1-CendR mod -2, Rin1 Abl inh 4, FAS-TE inh -5, Neddylation inh inactive and SKN-1 block 19.
For COc1ccc(-c2nnc(SC)o2)c(OC)c1 the results were MsrA inhibitor -0.7, bovine MsrA act -2, MT1-MMP act inh 3, E coli Lon inh 8, NRP1-CendR mod 4, Rin1 Abl inh 5, FAS-TE inh -7, Neddylation inh inactive and SKN-1 block 9.
For CCOC(=O)C1CCN(C(=O)CC(NS(=O)(=O)c2ccc(OC)cc2)C(C)C)CC1 (centres undefined) the results were bovine MsrA act -4, MT1-MMP act inh 3, E coli Lon inh 0, NRP1-CendR mod -14, Rin1 Abl inh -3, FAS-TE inh -6, Neddylation inh inactive and SKN-1 block 2.
For O=C(CSc1nnc2scc(-c3ccccc3)n12)NCc1ccco1 the results were MsrA inhibitor -0.2, bovine MsrA act 0, MT1-MMP act inh -9, E coli Lon inh -12, NRP1-CendR mod -1, Rin1 Abl inh 2, FAS-TE inh -7, Neddylation inh inactive and SKN-1 block -5.
`CC(C)CNc1cc(=O)n(C)c(=O)n1C` gave MsrA inhibitor 3.5, bovine MsrA act 0, MT1-MMP act inh 10, E coli Lon inh -13, NRP1-CendR mod 0, Rin1 Abl inh 0, FAS-TE inh -5, Neddylation inh inactive and SKN-1 block -11.
`CCN(Cc1ccccc1)C(=O)COC(=O)c1cc(=O)[nH]c2ccccc12` gave MsrA inhibitor 1.0, bovine MsrA act -10, MT1-MMP act inh -1, E coli Lon inh -6, NRP1-CendR mod -10, Rin1 Abl inh 0, FAS-TE inh 0, Neddylation inh inactive and SKN-1 block -10.
`CC1(C)CC(=O)C2=C(C1)Oc1ncn3nc(-c4cccnc4)nc3c1C2c1ccccc1` (centres undefined) gave MsrA inhibitor -0.2, bovine MsrA act 2, MT1-MMP act inh 1, E coli Lon inh -6, NRP1-CendR mod 31*, Rin1 Abl inh -1, FAS-TE inh 11, Neddylation inh inactive and SKN-1 block 1.
`Cc1ccccc1-n1c(N)c(C(=O)Nc2ccc(F)cc2)sc1=S` gave MsrA inhibitor -0.4, bovine MsrA act -16, MT1-MMP act inh -2, E coli Lon inh 11, NRP1-CendR mod 4, Rin1 Abl inh -3, FAS-TE inh 1, Neddylation inh inactive and SKN-1 block -13.
Screening CCc1nn(-c2ccccc2)c2c1-c1cc(OC)c(OC)cc1C1(N2)C(=O)Nc2ccccc21 (centres undefined) returned MsrA inhibitor 1.1, bovine MsrA act -6, MT1-MMP act inh -21, E coli Lon inh -6, NRP1-CendR mod -4, Rin1 Abl inh 3, FAS-TE inh 18, Neddylation inh inactive and SKN-1 block -26.
O=C(Nc1ccc(N2CCCC(O)C2)cc1)c1snc2c(=O)[nH]cnc12 (centres undefined) was read as MsrA inhibitor 4.2, bovine MsrA act -7, MT1-MMP act inh 17, E coli Lon inh -3, NRP1-CendR mod 14, Rin1 Abl inh -5, FAS-TE inh -5, Neddylation inh inactive and SKN-1 block 2.
Screening COc1ccccc1NC(=O)Cn1c(CN2CCCCC2)nc2ccccc2c1=O returned MsrA inhibitor 0.9, bovine MsrA act -2, MT1-MMP act inh -1, E coli Lon inh -6, NRP1-CendR mod 7, Rin1 Abl inh 0, FAS-TE inh -1, Neddylation inh inactive and SKN-1 block -7.
COCC(=O)n1nc(-c2ccccc2)nc1NCc1ccccc1 was read as MsrA inhibitor 0.6, bovine MsrA act -2, MT1-MMP act inh 4, E coli Lon inh 1, NRP1-CendR mod -2, Rin1 Abl inh 3, FAS-TE inh 2, Neddylation inh inactive and SKN-1 block 7.
For O=C(OCC(=O)N1CCN(c2ccccc2)CC1)C1=COCCO1 the results were MsrA inhibitor -0.6, bovine MsrA act 0, MT1-MMP act inh 4, E coli Lon inh -8, NRP1-CendR mod 8, Rin1 Abl inh 4, FAS-TE inh -3, Neddylation inh inactive and SKN-1 block 6.

Structures shown so far with an aryl thioether with sulfur outside any ring, in the order listed:
Screening CC(=O)c1ccc(NC(=O)CSc2nnc(-c3ccco3)c(-c3ccco3)n2)cc1 returned MsrA inhibitor 3.9, bovine MsrA act -5, MT1-MMP act inh -7, E coli Lon inh -5, NRP1-CendR mod -8, Rin1 Abl inh 0, FAS-TE inh -12, Neddylation inh inactive and SKN-1 block 4.
For COc1ccc(-c2nnc(SC)o2)c(OC)c1 the results were MsrA inhibitor -0.7, bovine MsrA act -2, MT1-MMP act inh 3, E coli Lon inh 8, NRP1-CendR mod 4, Rin1 Abl inh 5, FAS-TE inh -7, Neddylation inh inactive and SKN-1 block 9.
For O=C(CSc1nnc2scc(-c3ccccc3)n12)NCc1ccco1 the results were MsrA inhibitor -0.2, bovine MsrA act 0, MT1-MMP act inh -9, E coli Lon inh -12, NRP1-CendR mod -1, Rin1 Abl inh 2, FAS-TE inh -7, Neddylation inh inactive and SKN-1 block -5.

Other results follow.
Screening CC(=O)NCCn1c(SCc2cc(F)ccc2F)nc2ccccc2c1=O returned MsrA inhibitor -0.2, bovine MsrA act -1, MT1-MMP act inh -2, E coli Lon inh -8, NRP1-CendR mod -5, Rin1 Abl inh -2, FAS-TE inh 0, Neddylation inh inactive and SKN-1 block 30.
`NC(=O)C1CCN(C(=O)c2ccc(Cl)c(S(=O)(=O)N3CCc4ccccc43)c2)CC1` gave MsrA inhibitor 1.4, bovine MsrA act -6, MT1-MMP act inh 4, E coli Lon inh -3, NRP1-CendR mod 7, Rin1 Abl inh 3, FAS-TE inh -7, Neddylation inh inactive and SKN-1 block -6.
For COc1ccc2[nH]c(C(=O)O)c(NC(=O)c3cc(OC)c(OC)c(OC)c3)c2c1 the results were MsrA inhibitor 0.7, bovine MsrA act -6, MT1-MMP act inh 3, E coli Lon inh 10, NRP1-CendR mod 5, Rin1 Abl inh -2, FAS-TE inh -7, Neddylation inh inactive and SKN-1 block -11.
For O=C(c1ccccc1)c1ccc2c(c1)OCCCO2 the results were MsrA inhibitor 0.5, bovine MsrA act -3, MT1-MMP act inh 2, E coli Lon inh 4, NRP1-CendR mod 3, Rin1 Abl inh -3, FAS-TE inh 2, Neddylation inh inactive and SKN-1 block 4.
CN(C)c1ccc(NC(=O)CN2CCN(S(=O)(=O)c3cc(Cl)ccc3Cl)CC2)cc1 was read as MsrA inhibitor -1.1, bovine MsrA act -2, MT1-MMP act inh 2, E coli Lon inh -7, NRP1-CendR mod 2, Rin1 Abl inh -1, FAS-TE inh 7, Neddylation inh inactive and SKN-1 block 16.
For CCCn1c(=O)c(C(=O)NCC2CCCO2)c(O)c2ccccc21 (centres undefined) the results were MsrA inhibitor 0.6, bovine MsrA act -2, MT1-MMP act inh 1, E coli Lon inh -4, NRP1-CendR mod -12, Rin1 Abl inh -1, FAS-TE inh 4, Neddylation inh inactive and SKN-1 block 3.
For CCC(=O)c1cn(CC(=O)Nc2cc(C)ccc2C)c2ccccc12 the results were MsrA inhibitor -0.2, bovine MsrA act -5, MT1-MMP act inh 16, E coli Lon inh -11, NRP1-CendR mod 2, Rin1 Abl inh 0, FAS-TE inh -2, Neddylation inh inactive and SKN-1 block -7.
For Cc1noc(C)c1C(=O)Nc1nc(-c2ccc(F)cc2)cs1 the results were MsrA inhibitor 1.7, bovine MsrA act -2, MT1-MMP act inh 0, E coli Lon inh -3, NRP1-CendR mod 7, Rin1 Abl inh -2, FAS-TE inh 0, Neddylation inh inactive and SKN-1 block 0.

From PubChem BioAssay
